Source: PubChem (ICCB-Longwood Screening Facility, Harvard Medical School)
Polio RdRp inh: inhibitors of poliovirus RNA polymerase binding and polymerization; P03300; poliovirus polymerase elongation, fluorescence polarization; hits give low values; % elongation, % (compound at 16.7 µg/mL); actives 0.66% (n = 150,000); AID 588519; in the data active means % elongation below about 90%; further: some results filed as inactive read as strong as hits
Target sequence (P03300 1749-2209 limits assumed): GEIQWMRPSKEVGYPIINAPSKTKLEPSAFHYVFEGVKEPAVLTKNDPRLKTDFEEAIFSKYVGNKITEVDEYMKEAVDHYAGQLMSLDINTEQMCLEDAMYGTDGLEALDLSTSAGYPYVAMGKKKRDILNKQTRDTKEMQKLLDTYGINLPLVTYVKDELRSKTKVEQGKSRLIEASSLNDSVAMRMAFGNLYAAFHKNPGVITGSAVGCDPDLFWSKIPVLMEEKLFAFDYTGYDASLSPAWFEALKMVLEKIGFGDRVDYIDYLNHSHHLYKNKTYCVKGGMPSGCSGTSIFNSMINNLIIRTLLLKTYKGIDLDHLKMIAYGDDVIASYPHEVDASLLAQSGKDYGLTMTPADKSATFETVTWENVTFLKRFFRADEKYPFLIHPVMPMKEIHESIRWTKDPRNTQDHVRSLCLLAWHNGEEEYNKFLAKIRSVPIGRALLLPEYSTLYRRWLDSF
Polio RdRp inh FP z-score: further read-out of Polio RdRp inh, marked with its call; z-score; measured here: FP z-score; hits read low
An asterisk follows results filed as active; & = joins results of further samples. Some of the compounds tested, so the mix of outcomes need not match the whole.

The line under a structure holds: Polio RdRp inh FP z-score | Polio RdRp inh
COc1ccc(C(=O)CSc2c(C(C)C)cnc3c2c(=O)n(C)c(=O)n3C)cc1
  0.9 | 112
C/C(COc1ccc(-c2csnn2)cc1)=N\NC(N)=S
  -0.1 | 102
O=C1N=c2ccccc2=C1c1sc(=O)n(-c2ccccc2)c1O
  -0.4 | 101
COc1cc(Cl)c(C)cc1Nc1c2c(nc3ccccc13)CCC2
  0.7 | 109
O=C(Nc1ccc2c(c1)OCC1CCCN21)C1=Cc2ccccc2OC1 (stereo not drawn)
  -0.3 | 101
CCn1cc(C(=O)NCCc2ccc(Cl)cc2)c(=O)c2cc(S(=O)(=O)N3CCC(C)CC3)ccc21
  0.5 | 107
Cc1ccc(Nc2ncnc3c2cnn3-c2ccc(C)cc2)cc1
  -0.3 | 103
O=C(O)c1cc(-c2ccco2)nc2ccccc12
  -2.6 | 93
COc1ccc(N(C(=O)Cc2ccc(OC)c(OC)c2)C2C=CS(=O)(=O)C2)cc1 (stereo not drawn)
  0.5 | 101
CC(NCCC(c1ccccc1)c1ccccc1)c1ccccc1 (stereo not drawn)
  -0.2&-0.4 | 99&98

Continued, overlapping the part above by 5 compounds.
The line under a structure holds: Polio RdRp inh FP z-score | Polio RdRp inh
CCn1cc(C(=O)NCCc2ccc(Cl)cc2)c(=O)c2cc(S(=O)(=O)N3CCC(C)CC3)ccc21
  0.5 | 107
Cc1ccc(Nc2ncnc3c2cnn3-c2ccc(C)cc2)cc1
  -0.3 | 103
O=C(O)c1cc(-c2ccco2)nc2ccccc12
  -2.6 | 93
COc1ccc(N(C(=O)Cc2ccc(OC)c(OC)c2)C2C=CS(=O)(=O)C2)cc1 (stereo not drawn)
  0.5 | 101
CC(NCCC(c1ccccc1)c1ccccc1)c1ccccc1 (stereo not drawn)
  -0.2&-0.4 | 99&98
CCN1CCC(N(Cc2ccco2)C(=O)Nc2cc(C)cc(C)c2)CC1
  -0.6 | 100
COc1ccc(N(C)C(=O)Cc2c(C(=O)O)[nH]c3ccccc23)c(OC)c1
  0.2 | 101
CC(C)CC(C(=O)NCC1CCN(Cc2ccc(F)cc2)CC1)N1Cc2ccccc2C1=O (stereo not drawn)
  0.9 | 111
Cc1ccc(C2=NN=C(NC(=O)C(F)(F)F)SC2)cc1
  0.4 | 104
CC(=O)N1CCCC1C(=O)O (stereo not drawn)
  -0.9 | 96
O=C(Cc1cccc2ccccc12)NC1CCCCNC1=O (stereo not drawn)
  1.2 | 110
Cc1cccc(N2CCN(S(=O)(=O)c3ccc(-c4cnc(C5CC5)o4)cc3)CC2)c1C
  -0.7 | 103
Cc1cccc(CSC2=NCCN2C(=O)c2cccs2)c1
  1.9 | 104
CCc1ccc(NC(=O)Nc2cn(C)c(=O)c3ccccc23)cc1
  -5.5* | 70*
COc1ccccc1CN1CC(C(=O)NC2CCCCC2)CC1=O (stereo not drawn)
  0 | 102
O=C(NCc1nc(-c2ccccc2Cl)no1)c1cccs1
  1.3 | 104
CCC(=O)NC(=S)c1c(C)nc2sccn12
  -6.1* | 57*
COc1ccc(NC(=O)CCc2nc(C3=CCN(Cc4cccc(C)c4)CC3)no2)c(OC)c1
  -0.5 | 106
O=C(c1cnn2c(C(F)F)cc(-c3ccccc3)nc12)N1CCCC1
  0.5 | 103
COC(=O)c1c(C)nc2ccccc2c1C(=O)O
  0 | 100
Cc1cc2oc(=O)cc(CN3CCC(C)CC3)c2cc1C
  0.1 | 105
COc1ccc(-c2cn3cccnc3n2)cc1NC(=O)c1ccccc1C(F)(F)F
  -0.5 | 105
CC1(C)CC(NC(=O)C2CCCCC2)CC(C)(C)N1
  -0.3 | 101
CCOc1ccc(-n2c(-c3nn(C)cc3Cl)n[nH]c2=S)cc1
  0 | 102
CCc1cccc(NC(=O)CC2SC(N3CCCC3)=NC2=O)c1 (stereo not drawn)
  0.6 | 105
COc1ccc(-n2cc(C(=O)NC3CCCCCCC3)nn2)cc1
  1.2 | 104
Cc1ccc(S(=O)(=O)NC2CCSC2=O)cc1 (stereo not drawn)
  -0.3 | 100
CC(C)N(Cc1ccccc1)C(=O)CN1C(=O)CSc2cc(S(=O)(=O)N3CCCC3)ccc21
  0 | 103
COc1ccc(OC2CCN(S(=O)(=O)c3ccccc3)CC2)cc1
  -0.8 | 101
CC(C(=O)OCC(=O)N1CCCC1)N1C(=O)c2ccccc2C1=O (stereo not drawn)
  0.5 | 106
CC(OC(=O)c1cccc(N(C)C)c1)C(=O)c1ccc(Cl)cc1 (stereo not drawn)
  0.3 | 104
O=C(NC(=S)N1CCN(C(=O)c2ccco2)CC1)c1ccc(S(=O)(=O)N2CCOCC2)cc1
  -0.2 | 100
O=C1c2cccnc2C(=O)N1Cc1ccc(S(=O)(=O)N2CCOc3ccccc3C2)cc1
  0.4 | 102
Cc1ccc(-n2nc3c(N4CCC(C(=O)N5CCCC5)CC4)nnc(C)c3c2C)cc1
  0 | 102
O=c1c2ccccc2nc(-c2ccccc2)n1C1CCS(=O)(=O)C1 (stereo not drawn)
  -0.5 | 101
C=CCNc1nc(C(=O)OCc2cccc(S(=O)(=O)N(C)C)c2)cs1
  -0.3 | 101
COc1ccc(-n2cc(-c3ccccc3)c3c(NCCc4ccc(OC)c(OC)c4)ncnc32)cc1
  0 | 107
COc1ccccc1C(OC(=O)c1ccco1)C(=O)NCC1CCCO1 (stereo not drawn)
  -0.2 | 102
CCCN(C(=O)c1cccs1)c1nc(-c2ccccc2)cs1
  -0.2 | 100
Cc1ccc(C)c(NC(=O)c2nccnc2COC(=O)c2cccc(F)c2)c1
  1.4 | 105
O=c1c(-c2ccccc2)c(O)cc(-c2ccc(F)cc2)n1-c1ccccc1
  -0.1 | 103
CCc1nnc2sc(-c3cccs3)nn12
  1.4 | 105
CCCC(=O)N(c1ccccc1)C1CC(C)Nc2ccccc21 (stereo not drawn)
  0.1 | 100
Cc1cc(NC(=O)CSCC(=O)O)n(C)n1
  -0.7 | 99
COc1ccccc1CNc1nc(-c2ccco2)nn1S(C)(=O)=O
  -0.2 | 106
Cc1cc(COC(=O)c2ccc(OCc3ccccc3)cc2)no1
  -0.3 | 101
N#CC(C#N)=Cc1c(-c2ccccc2)nc2ccccn12
  -1 | 92
O=C(NC1CCCC1)c1ccc2c(=O)n(Cc3ccccc3)c(SCc3ccccc3F)nc2c1
  -1.4 | 102
O=S(=O)(Cc1cccc(Cl)c1)c1nc(C(F)(F)F)cc(C(F)(F)F)n1
  0.1 | 102
CNC(=O)Nc1nncnc1C(=O)O
  0.1 | 102
Nc1cccc(OCc2ccccc2F)c1
  -0.2 | 101
CCCCCCCC/C=C\CCCCCCCCOC[C@H](COP(=O)([O-])OCC[N+](C)(C)C)OC(C)=O
  0&0.6 | 101&102
O=C(CN1CCN(Cc2ccccc2)CC1)N1CCCCCC1
  -0.1 | 100
CSc1nnc(Cn2c(=O)sc3ccccc32)n1-c1ccccc1C
  -0.5 | 99
COc1ccc(Cn2c(C(=O)O)c(CNCCc3cc(OC)ccc3OC)c3ccc(C)cc32)cc1
  1 | 113

The listing continues.
The line under a structure holds: Polio RdRp inh FP z-score | Polio RdRp inh
O=C(NC1CCCc2ccccc21)c1ccc(CS(=O)c2ccc(Br)cc2)o1 (stereo not drawn)
  -0.5 | 100
CC(C)(C)C(=O)C1C2CCC1C(O)C2 (stereo not drawn)
  -0.3 | 101
CC1CCN(C(=O)C2Cc3ccccc3CN2S(=O)(=O)c2ccc(F)cc2)CC1 (stereo not drawn)
  0.5 | 103
CCCCNS(=O)(=O)c1ccc2nc(-c3cccnc3)cc(C(=O)NC(C)C)c2c1
  0.8 | 111
O=C(Cc1ccc(Cl)cc1)Nc1ccc2oc(-c3ccccc3F)nc2c1
  0.1 | 106
CCn1c(=O)/c(=C\c2ccc(Cl)cc2)s/c1=C(/C#N)c1nc2ccccc2n1C
  0.3 | 105
CCc1cccc(NC(=O)CCc2nc3cccnc3n2-c2ccccc2)c1
  0.3 | 107
CCCCNC(=O)c1cnn2c(C)c(Cc3c(C)cc(C)cc3C)c(C)nc12
  -2.8 | 94
O=C(O)c1cccc2cccc(S(=O)c3ccccc3)c12 (stereo not drawn)
  0.9 | 104
Cc1ccc(S(=O)(=O)N2CCN(CC(=O)N3CCCC3)CC2)c(C)c1
  0.7 | 106
C=CCC1N(c2ccccc2)C(=O)C2C(C(=O)O)C3C=CC21O3 (stereo not drawn)
  0.1 | 102
COc1ccc(OC)c(CCNC(=O)c2cc3c(s2)-c2c(C)cccc2OC3)c1
  -0.2 | 104
C=CCn1c(C)cc(C(=O)COC(=O)c2ccc3c(c2)NC(=O)CS3)c1C
  0 | 103
Cc1cccc(-c2noc(-c3cccnc3NCc3ccco3)n2)c1
  -0.2 | 107
Cc1ccc2onc(CNC(=O)N3CCCCCC3)c2c1
  1.5 | 105
CCCCCc1cc(O)c2c(c1)OC(C)(C)[C@@H]1CCC(C(=O)O)=CC21 (stereo partly drawn)
  0.2&0.8 | 102&103
Cc1ccc(CCNC(=O)CCCn2c(=O)c3cccn3c3ccc(F)cc32)cc1
  -1.2 | 100
O=c1[nH]c2ccccc2c2nc(-c3ccccc3)nn12
  -0.6 | 100
O=C(NCCc1cccs1)N1CCN(C2c3ccccc3-c3ccccc32)CC1
  0.5 | 108
CC(C)N(Cc1nc(-c2ccccc2)no1)C(=O)c1ccc2c(c1)OCO2
  0.1 | 100
CC1=CC(C)(C)NC(=S)N1C(C)c1ccccc1 (stereo not drawn)
  -0.1 | 101
COC(=O)C1=CN(CC2CCCO2)C=C(C(=O)OC)C1c1ccccc1 (stereo not drawn)
  0 | 103
CCOc1ccc(CNC(=O)c2cc3c(=O)n(C)c4ccccc4c3s2)cc1
  0.7 | 109
COc1ccc(-c2ccc(=O)n(CC(=O)Nc3ccc(C)cc3C)n2)cc1
  -0.8 | 101
CCOc1ccc(C(=O)Nc2c(C)nc3nc[nH]n3c2=O)cc1OCC
  0 | 100
O=C(OCC(=O)N1CCCC1)c1ccc(O)cc1
  0 | 102
O=C(NCc1ccc2c(c1)OCO2)c1sc(=S)n2c1[nH]c(=O)c1ccccc12
  0.1 | 102
CCNc1nc(NC(C)C)nc(OCCOC(C)=O)n1
  0.4 | 101
CCc1ccc(NC(=O)c2ccc(Cn3nc(N4CCN(c5ccccc5)CC4)ccc3=O)o2)cc1
  0.1 | 108
CCN(CC)c1cc2c(cc1F)c(=O)c(S(=O)(=O)c1ccc(OC)cc1)cn2Cc1ccccc1
  -1.8 | 100
CCOc1cccc(/C=N/NC(=O)c2ccncc2)c1O
  0.4 | 101
CCCn1c(=N)c(C(=O)NC(C)c2ccccc2)cc2c(=O)n3ccccc3nc21 (stereo not drawn)
  1 | 109
COc1ccc(NC(=S)N2CCN(Cc3c(C)nn(C)c3C)CC2)cc1OC
  1 | 102
Cc1cnc(=O)[nH]c1SCc1cccc(C(F)(F)F)c1
  0.8 | 105
O=c1c2c([nH]c3ccccc13)CCC2
  0.1 | 101
COc1ccccc1C=NC12CN3CN(CN(C3)C1)C2
  -0.5 | 97
COc1ccc(-c2noc(CSc3nnc(-c4ccncc4)n3CC(C)C)n2)cc1
  0.5 | 105
O=C(NCCCc1ccccc1)C1c2ccccc2Oc2ccccc21
  -0.3 | 100
O=C(CSc1nc(N2CCCCC2)nc(N2CCCCC2)n1)N1CCc2ccccc21
  0 | 100
O=C1CCN(CC(=O)c2ccc3cc[nH]c3c2)CC1
  0.1 | 100
COc1cccc2c1Oc1ncccc1N(c1ccc(C(=O)NCc3ccccc3Cl)s1)C2
  -0.1 | 106
CCn1c(C)[n+](CC)c2ccc(S(N)(=O)=O)cc21
  0.1 | 100
Cc1noc(C)c1COc1ccc(C(=O)NC2=NCCS2)cc1
  -0.6 | 100
CCN(CC)C(=O)C1CCN(S(=O)(=O)c2c(C)noc2/C=C/c2cccc(OC)c2)CC1
  -0.5 | 102
O=C(c1cccs1)c1cn(CCOc2ccccc2Cl)c2ccccc12
  0.2 | 105
CC(C)Cn1c(SCCc2ccccc2)nnc1-c1cccc(S(=O)(=O)N2CCOCC2)c1
  0.5 | 107
C/C(=N\OCc1nnc(-c2cccs2)o1)c1cc2ccccc2o1
  -0.7 | 98
Cc1ccc(S(=O)(=O)NCc2ccc(C(=O)NCCc3cccc(C)c3)cc2)cc1
  0.4 | 108
N#CCc1nnc(N2CCOCC2)n1-c1ccccc1
  0.4 | 105
Cc1cc(-c2ccsc2)n[nH]c1=O
  0.5 | 103

The listing continues.
The line under a structure holds: Polio RdRp inh FP z-score | Polio RdRp inh
CCOC(=O)c1cn2c3c(c(F)c(F)cc3c1=O)OCC2C (stereo not drawn)
  0.8 | 111
O=C1Cc2cc(C(=O)CSc3ccc4c(c3)OCCCO4)ccc2N1
  0.5 | 104
CCN(CC)P(=S)(c1nc2ccccc2n1CC)N(CC)CC
  -0.2 | 100
CC(=O)NC1CCC(C(=O)O)(c2ccccc2)C1 (stereo not drawn)
  -0.2 | 101
Cc1ccc(S(=O)(=O)NC2=NCN(C)CN2)cc1
  0.5 | 103
CC1CCCCN1C(=O)CSc1c2c(nc3cc(Cl)ccc13)CCCC2 (stereo not drawn)
  0 | 105
Cc1occc1-c1nnc2sc(-c3cccc(F)c3)nn12
  0.3 | 103
Cc1c(C(=S)NC(=O)C2CC2)c(=O)n(-c2ccccc2)n1C
  -9.1 | 48
CN(C)c1ccc(-c2nc3ccc(C(=O)O)cc3s2)cc1
  0 | 100
O=S(=O)(c1ccccc1)c1nc(-c2ccc(F)cc2)oc1N1CCCCCC1
  -0.1 | 102

In the list so far, 4 contain a CF3 group:
The line under a structure holds: Polio RdRp inh FP z-score | Polio RdRp inh
Cc1ccc(C2=NN=C(NC(=O)C(F)(F)F)SC2)cc1
  0.4 | 104
COc1ccc(-c2cn3cccnc3n2)cc1NC(=O)c1ccccc1C(F)(F)F
  -0.5 | 105
O=S(=O)(Cc1cccc(Cl)c1)c1nc(C(F)(F)F)cc(C(F)(F)F)n1
  0.1 | 102
Cc1cnc(=O)[nH]c1SCc1cccc(C(F)(F)F)c1
  0.8 | 105

The list continues:
The line under a structure holds: Polio RdRp inh FP z-score | Polio RdRp inh
CCc1ccccc1N1C(=O)N(Cc2ccccc2C)c2ccccc2S1(=O)=O
  0 | 107
CCC(Sc1nc(-c2ccc(F)cc2)nc2c1Cc1c(CO)cnc(C)c1O2)C(=O)Nc1ccc(F)cc1 (stereo not drawn)
  0.7 | 110
COc1ccc(C(=O)COC(=O)C23CC4CC(CC(C4)C2)C3)cc1
  -0.3 | 100
Cc1cccc(N(C)Cc2cc(=O)n3oc(C)cc3n2)c1
  -0.8 | 99
